Screening results from PubChem BioAssay.
H9c2 TAG inh – reduces triacylglycerol accumulation in H9c2 cells | 0.66% of 230,000 active | Nile Red lipid (TAG) fluorescence; cells loaded with 200 µM oleic acid | inhibition, % at 12.5 µM;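 active = pattern-corrected inhibition of lipid staining of at least 50% with the nuclear-stain viability signal not falling by more than 50%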;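 note: 0% = DMSO wells and 100% = triacsin C control wells; some results filed as inactive read as strong as hits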
H9c2 TAG inh DAPI viability – also measured in H9c2 TAG inh; calls as there; DAPI nuclei signal change (viability), lower = more cytotoxic, %;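 whole-well DAPI fluorescence read on a plate reader as a viability signal; minus 50 percent equals half of cells still viable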
An asterisk follows results filed as active. Some of the compounds tested. The share of hits here may be higher or lower than overall.

SMILES	H9c2 TAG inh	H9c2 TAG inh DAPI viability
OC(c1ccccc1)c1nc(-c2cccc3cccnc23)cs1 (stereo not drawn)	-16	-7
CCc1nc2c(OCCOc3ccc(F)cc3)cccn2c1N(C)C(=O)c1cccs1	-13	10
CN(C(=O)c1cccc(S(=O)(=O)NCc2ccccc2)c1)C1CCCCC1	0	-2
Cc1c(C(=O)OCC(=O)Nc2cccc(S(N)(=O)=O)c2)oc2c1ccc1ccccc12	-5	1
COc1ccc(N2C(=O)C3C4c5ccccc5C(C=Nc5ccc(C)cc5C)(c5ccccc54)C3C2=O)cc1 (stereo not drawn)	26	2
CC[C@]12c3[nH]c4ccc(Cl)cc4c3CCN1C(=O)[C@@H](CC(=O)NCCCOC)C[C@@H]2C(=O)N1CCN(C(=O)c2ccco2)CC1	0	3
COc1ccc(S(=O)(=O)N2CCOCC2)cc1C(=O)NCc1c(C)nn(Cc2ccccc2)c1C	-21	1
NC(=O)c1cnn2c(C(F)(F)F)cc(-c3ccccc3)nc12	16	-6
CCSc1nnc(NC(=O)CSc2nccn2-c2cccc(C)c2)s1	-8	1
O=C(O)c1ccc(-n2nnnc2SCc2ccccc2)cc1	6	-3
Cc1ccnc(Sc2ncccc2[N+](=O)[O-])n1	-17	1
COCCNC(=S)NN(c1ccccc1)c1ccccc1	-23	-9
O=C(Nc1cc(F)ccc1F)c1cccc(-n2cnnn2)c1	17	-6
c1ccc2c(c1)ncn2CCOCCOCCn1cnc2ccccc21	0	2
Cc1ccc(C(=O)OCC(=O)Nc2ccc(C(N)=O)cc2)s1	-17	4
O=C(COC(=O)c1cc(S(=O)(=O)N2CCOCC2)ccc1O)Nc1ccc2c(c1)OCO2	-3	-1
COc1ccc(OCC(=O)Nc2ccc(Cl)cc2)cc1	4	-9
COC(=O)[C@]1(C)N[C@H](CN(C)C(=O)c2ccccc2)[C@@H]2C(=O)N(Cc3ccccc3)C(=O)[C@@H]21	2	2
CCCC[C@@H]1CNCCN1CCc1cc(C(F)(F)F)cc(C(F)(F)F)c1	21	-3
CCCCCC(=O)N(O)C1CC(=O)N(c2ccccc2)C1=O (stereo not drawn)	-11	3
CCOC(=O)Cn1c(=O)oc2cc(S(=O)(=O)NC3CCCCC3)ccc21	-5	-5
CSc1nc2ccc(NC(=O)C3CCCO3)cc2s1 (stereo not drawn)	-1	-2
CCCC1NC(C(=O)O)Cc2c1[nH]c1ccccc21 (stereo not drawn)	-6	20
CC1(Cc2ccccc2OC(F)(F)F)C(=O)Nc2cc(-c3ccccc3Cl)ccc21 (stereo not drawn)	-6	-10
NC(=S)n1[nH]c(-c2ccc([N+](=O)[O-])cc2)c(N=Nc2ccc(Cl)cc2)c1=O	12	-3
COC(=O)c1ccc(CSc2cc(C)c3ccccc3n2)o1	-3	1
Clc1ccc(Sc2cnc3ccccc3n2)cc1	-16	-6
CC(C)(C)c1ccc(NC(=O)N2CCCN(c3ccc([N+](=O)[O-])cn3)CC2)cc1	-22	1
Nc1nonc1-n1nnc(C(=O)N/N=C/C2CC=CCC2)c1CSc1ccccc1 (stereo not drawn)	-6	2
CN(Cc1ccccc1)S(=O)(=O)c1ccc(Cl)c(C(=O)NCc2cccnc2)c1	7	0
c1ccc(OCCOc2ccccc2-c2nnco2)cc1	-46	3
Cc1c(NS(=O)(=O)c2cccc(C(=O)NC(C)c3ccccc3)c2)c(=O)n(-c2ccccc2)n1C (stereo not drawn)	10	4
Cn1nnc2cc(C(=O)N3CCSCC3)ccc21	-4	0
Nc1nc(SCc2ccc(Cl)cc2Cl)c2ncn(C3OC(CO)C(O)C3O)c2n1 (stereo not drawn)	-5	-2
CCOC(=O)C1(C)CCCCN1C(=O)c1cccc(Cl)c1 (stereo not drawn)	7	-2
C=CCNC(=O)c1ccc(-c2nc(-c3ccccc3)cs2)cc1	13	16
Cn1c(=O)c2c(nc(SCCN3CCCCC3)n2Cc2ccc(Cl)cc2)n(C)c1=O	37	-8
CCc1ccc2oc(C(=O)NCc3ccc(S(N)(=O)=O)cc3)c(C)c2c1	0	-3
Cc1ccc(S(=O)(=O)N2CCCCC2)cc1NC(=O)c1cccnc1	5	-1
NC(=S)Cc1ccc(Cl)cc1Cl	6	-15
CCOC(=O)C1=C(C)NC(C)=C(C(=O)OCC)C1C(=O)OCC(=O)NCc1ccccc1OC	1	-5
S=C(c1ccc[nH]1)N1CCOCC1	0	7
NS(=O)(=O)c1cccc(NC(=O)COC(=O)CCN2C(=O)c3ccccc3C2=O)c1	1	-4
CC(C)(C)NC(=O)COC(=O)c1ccc(Cl)c(S(N)(=O)=O)c1	-6	5
NC(=O)[C@H]1CC2(CC(c3cccc(NC(=O)CC(c4ccccc4)c4ccccc4)c3)=NO2)CN1C(=O)C(c1ccccc1)c1ccccc1 (stereo partly drawn)	9	-8
Nc1ncnc2c1ncn2C1O[C@H](CO)[C@@H](O)[C@@H]1O (stereo partly drawn)	6	-8
N#C/C=C/N1CCN(C(=O)c2ccco2)CC1	9	-2
Cc1ccc2c(CN3CCN(CCO)CC3)cc(=O)oc2c1	-7	7
COc1ccc(C(C)=O)cc1CSCCC#N	0	1
CC(Sc1nc2ccccc2s1)C(=O)c1c(N)n(C)c(=O)n(C)c1=O (stereo not drawn)	-2	-7
O=C(OCc1csc(Nc2ccccc2)n1)c1ccc(Cl)cc1	-22	-4
COc1cc(OC)c(C(=O)N(CCc2ccccc2)Cc2ccccc2)cc1OC	-15	-3
Cc1ccc(C(=O)Nc2cc(Cl)ccc2N2CCCCC2)s1	-19	5
COc1ccc(CCNC2=C(Cl)C(=O)N(CCc3ccccc3)C2=O)cc1OC	3	1
CCOC(=O)N1CCN(C(=O)C2CCC(=O)N(CCCN3CCCC3=O)C2)CC1 (stereo not drawn)	0	10
O=C(O)CC1COc2ccccc2N1C(=O)c1ccccc1Cl (stereo not drawn)	6	-1
CCOc1ccccc1OCCn1nc2ccccc2n1	-4	-7
Cc1[nH]n2c(=O)c3c(nc2c1-c1ccccc1)CCCC3	2	6
CCOc1ccc(NC(=O)/C(C#N)=C\c2ccc(N3CCCC3)c(C)c2)cc1	-99	25
COc1ccc(CCNC(=O)Nc2ccc3nc([C@@H]4O[C@H](CO)[C@@H](O)[C@H](O)[C@H]4O)[nH]c3c2)cc1Br	0	-3

Entries listed so far that have a COOH group (three):
SMILES	H9c2 TAG inh	H9c2 TAG inh DAPI viability
O=C(O)c1ccc(-n2nnnc2SCc2ccccc2)cc1	6	-3
CCCC1NC(C(=O)O)Cc2c1[nH]c1ccccc21 (stereo not drawn)	-6	20
O=C(O)CC1COc2ccccc2N1C(=O)c1ccccc1Cl (stereo not drawn)	6	-1

Further compounds.
SMILES	H9c2 TAG inh	H9c2 TAG inh DAPI viability
O=C(O)C1CCCCC1C(=O)NCc1ccccn1 (stereo not drawn)	6	3
CCCCNC(=O)N(c1c(N)n(Cc2ccccc2)c(=O)[nH]c1=O)C1CCCC1	11	2
COc1cc(C)ccc1N(CCCN1C(=O)c2cccc3cccc(c23)C1=O)C(=O)c1cccs1	0	-5
Cc1cc2c3c(c1)C1(C(=O)N3C(C)(C)CC2C)C(C#N)=C(N)OC2=C1C(=O)CC(C)(C)C2 (stereo not drawn)	-4	2
O=C(CSc1nc2[nH]ncc2c(=O)[nH]1)Nc1ccccc1F	4	6
COc1ccccc1Nc1nc(NCc2ccco2)nc(N)c1[N+](=O)[O-]	-9	8
O=C(Oc1c(-c2ccccc2)c(=O)n2c3c(cccc13)CC2)c1ccccc1	0	2
O=C(NCc1ccc(F)cc1)c1cc(C2CCCCN2C(=O)c2ccc3c(c2)CCO3)on1 (stereo not drawn)	15	-3
CCN1C(=NCc2ccc(OC)cc2)N[C@@H](c2ccccc2)[C@H](C(=O)OC)[C@H]1C	-19	-4
CN(C(=O)COC(=O)c1cc2c(s1)CCCCC2)c1ccccc1	6	-1
C/C(=N\NC(=O)c1c(Cl)c(C)nn1C)c1cccc(NC(=O)C2CCCC2)c1	7	10
Nc1c(Cl)ncnc1NCCO	-11	15
Oc1ccccc1C1=NOC(O)(C(F)F)C1 (stereo not drawn)	10	-6
CCC1CCCCN1C(=O)CSc1nc2c(c(=O)n1C)SC(C)C2 (stereo not drawn)	-13	-3
O=S(=O)(NCC(c1cccnc1)N1CCN(c2ccccc2)CC1)c1cccs1 (stereo not drawn)	-12	18
COc1ccc(Cl)cc1C(=O)OCC(=O)N(C)CC(=O)Nc1ccc(F)cc1	-24	5
CCC(C)N=C1Sc2nc3ccc(C)cc3cc2CN1CCOC (stereo not drawn)	-17	6
CCOc1ccccc1NC(=O)CNC(=O)Cc1ccccc1	3	5
O=C(Cn1ncc(Cl)c(Cl)c1=O)N1CCN(Cc2ccccc2)CC1	64*	-41*
Cc1ccccc1N(CC(=O)N1CCN(Cc2ccccc2)CC1)S(C)(=O)=O	-9	0

Random excerpt: 3 entries already listed
SMILES	H9c2 TAG inh	H9c2 TAG inh DAPI viability
O=C(OCc1csc(Nc2ccccc2)n1)c1ccc(Cl)cc1	-22	-4
CN(C(=O)COC(=O)c1cc2c(s1)CCCCC2)c1ccccc1	6	-1
NC(=S)Cc1ccc(Cl)cc1Cl	6	-15

Later entries
SMILES	H9c2 TAG inh	H9c2 TAG inh DAPI viability
CN1CCN(C(=O)c2cccc(NS(=O)(=O)c3ccc(Br)cc3)c2)CC1	0	0
O=C(CSc1ccc2nnc(CCNC(=O)c3ccc(F)cc3)n2n1)NCc1ccco1	14	-1
COc1ccc(N2CCN(C(=O)COCC(=O)O)CC2)cc1	14	1
O=C(Nc1cc(Cl)ccc1-n1cncn1)c1ccco1	3	-7
CCN1CCN(c2ncc(C(=O)N3CCCc4ccccc43)c3ccccc23)CC1	1	15
O=C(C=NNc1ccccc1)c1ccccc1	-4	-2
CCNCc1nc2cc(Cl)ccc2c(=O)[nH]1	15	-1
CCOC(=O)C1=C(CC)Nc2ccccc2N=C1NC(=O)c1ccc(OC)c(S(=O)(=O)N2CCCCC2C)c1 (stereo not drawn)	-11	-14
O=C(O)CCC(=O)Nc1ccc(C(=O)OCC(=O)c2ccc(Cl)cc2Cl)cc1	-7	6
Cn1c(=O)c2c(nc(CN3CCN(C(=O)c4ccco4)CC3)n2Cc2ccccc2F)n(C)c1=O	7	-18
Fc1ccccc1CNC(=S)NC1CCCCC1	1	4
COc1ccc(NC(C)C(=O)N/N=C/c2cc(Br)ccc2OC)cc1 (stereo not drawn)	11	4
O=C(COc1c(Cl)cccc1Cl)NN1C(=O)CSC1=S	-14	5
Cc1cc(C)c(C(=O)Nc2ccc(S(=O)(=O)Nc3onc(C)c3C)cc2)c(C)c1	7	-4
O=C(c1ccccc1)N1CCN(c2n[nH]c(=O)[nH]c2=O)CC1	2	6
CCC(C)c1ccc(NC(=O)c2c([N+](=O)[O-])cnn2CC)cc1 (stereo not drawn)	7	-3
COc1ccc(N(CC(=O)Nc2ccc3c(c2)OCO3)S(=O)(=O)c2ccccc2)cc1	-10	7
COc1ccc(-c2csc(-c3ccc(O)cc3)n2)cc1	4	-31
Cc1cccc(C)c1OCC(O)CN1CCc2ccccc2C1 (stereo not drawn)	-2	6
O=S1(=O)CC(c2ccccc2)=NN=C(c2ccccc2)C1	18	4

7 entries from above, in markdown.
| Structure | H9c2 TAG inh | H9c2 TAG inh DAPI viability |
| --- | --- | --- |
| Cc1ccc(C(=O)Nc2cc(Cl)ccc2N2CCCCC2)s1 | -19 | 5 |
| COc1ccc(CCNC2=C(Cl)C(=O)N(CCc3ccccc3)C2=O)cc1OC | 3 | 1 |
| CCOC(=O)N1CCN(C(=O)C2CCC(=O)N(CCCN3CCCC3=O)C2)CC1 (stereo not drawn) | 0 | 10 |
| O=C(O)CC1COc2ccccc2N1C(=O)c1ccccc1Cl (stereo not drawn) | 6 | -1 |
| CCOc1ccccc1OCCn1nc2ccccc2n1 | -4 | -7 |
| Cc1[nH]n2c(=O)c3c(nc2c1-c1ccccc1)CCCC3 | 2 | 6 |
| CCOc1ccc(NC(=O)/C(C#N)=C\c2ccc(N3CCCC3)c(C)c2)cc1 | -99 | 25 |

Next part:
SMILES	H9c2 TAG inh	H9c2 TAG inh DAPI viability
O=C(c1ccoc1)N1CCN(c2cc(-c3ccccc3)nc3cc(-c4ccc(Br)cc4)nn23)CC1	75*	90*
COc1cccc(-c2nnc(NC(=O)c3ccc(Cl)s3)o2)c1	26	-39
Cc1ccc(-c2cc(-c3ccccc3C)[nH]n2)c(O)c1	7	10
CC1Cc2cc(/C(O)=C3/C(=O)C(=O)N(CCN4CCOCC4)C3c3ccc(C(C)C)cc3)ccc2O1 (stereo not drawn)	11	-2
COc1ccccc1C(=O)COC(=O)CNS(=O)(=O)c1ccc(C)c(C)c1	-1	1
C=CCn1c(SCC(=O)NCCC2=CCCCC2)nc2ccc(Cl)cc2c1=O	-1	-5
CC(=O)c1ccc(OCCCC(=O)Nc2cccc(S(=O)(=O)N3CCCCC3)c2)cc1	-29	8
COc1ccc(NC(=O)c2cc(S(=O)(=O)Nc3ccc(OC)cc3)cs2)cc1	-16	6
CN(C)/C(=C\C(=O)c1ccccc1)C(=O)c1ccccc1	1	0
CN(C)c1ccc(NC(=O)N2CCOCC2)cc1	-13	9
COc1ccc(N2CCN(C(=O)c3ccc(Cn4c(=S)[nH]c5ccc(N6CCOCC6)cc5c4=O)cc3)CC2)cc1	-7	22
COCCn1c(N)c(C(=S)NC(=O)c2cccs2)c(=O)[nH]c1=O	-4	7
Cc1ccc(NC(=O)CN(C)C(=O)Cc2coc3cc(C)c(C)cc23)cc1	-5	-3
CC1(C)Cc2nc3sc(C(=O)NCCCO)c(N)c3cc2CO1	11	-14
CCOC(=O)[C@H]1[C@H]2COc3ccc(Br)cc3[C@@H]2N2C(=O)CN(Cc3ccc(F)cc3)C(=O)[C@@]12C	5	4
COC(=O)c1sccc1NC(=O)c1ccc(C(C)C)cc1	-17	7
Cc1oc(-c2cccs2)nc1CN1CCN(CCC(C)C)C(CCO)C1 (stereo not drawn)	-9	3
CCOC(=O)C1=C(COC(=O)[C@H](C)NS(=O)(=O)c2ccccc2F)NC(=O)NC1C (stereo partly drawn)	10	3
N#CCCn1c(SCC(=O)N2CCN(S(=O)(=O)c3ccccc3)CC2)nc2ccccc21	-1	-4
